miR122 inh – miR-122 inhibition in Huh7 cells | actives 0.3% (n = 340,000) | Huh7 miR-122 Renilla luciferase sensor, 48 h; neutral wells = 0, positive control = 100 | activation (reporter increase), % at 12.5 µM | AID 602342;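 active = mean replicate activation score at least 90 and every replicate individually at or above 90; inconclusive = only one of the two criteria met; inactive = neither criterion met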;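 note: higher luciferase means less miR-122 activity so hits act as miR-122 inhibitors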
Cneo AK release – Cryptococcus neoformans lysis via adenylate kinase release | AID 651654 | C. neoformans lysis, adenylate kinase release luminescence, 4 h; normalised: neutral wells 0, clomiphene wells 100 | lysis activity, % at 15 µM | actives 0.2% (n = 360,000);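 active = mean lysis activity across replicates of at least 80%, whatever share of replicates individually reach that level; inactive = mean lysis activity below 80%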
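Test system: log-phase Cryptococcus neoformans yeast cells. Input: 5 × 10^6 yeast cells/mL. Medium: fresh YPD growth medium. Doses: single dose. Incubation: static 4 h at 37 °C with compound, 1 h detection. Measured by: luminescent adenylate kinase detection reagent. Read-out: signal increase indicating cell lysis. Benchmarks: Clomiphene.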
PGC1a acetyl inh – modulators of PGC1a acetylation; U2OS PGC1a acetylation, AlphaScreen anti-acetyl-lysine; with virally co-expressed GCN5 acetyltransferase; actives 0.17% (n = 350,000); inhibition, % at 15.6 µM;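 active = every replicate shows inhibition of at least 40%; inconclusive = mean inhibition at least 40% but some replicate below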;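 note: 0% = neutral control wells and 100% = positive control wells; some results beyond the cut were filed as inactive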
PAX8 inh HTS – lowers PAX8-driven luciferase in RMG-I cells | inhibition, % at 12.6 µM | RMG-I TPO-luciferase reporter, SteadyGlo, 24 h | actives 1.2% (n = 360,000);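 active = mean replicate inhibition at least 60% with every replicate also reaching 60%; inconclusive = only one of the two criteria is met; inactive = mean below 60% and not all replicates reaching 60%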;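 note: luciferase light reporting Pax8 driven TPO promoter activity; plate controls were median of neutral control wells for no effect and mitoxantrone controls for full effect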
EWS-Fli block – blocks EWS/Fli oncoprotein-driven transcription. A673 NR0B1-luciferase reporter, viability-normalised. inhibition, % at 12.6 µM. actives 0.67% (n = 350,000);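 active = mean inhibition of at least 50% after viability correction, with every replicate also passing that limit; inconclusive = mean reaches 50% but only one of two replicates passes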;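 note: firefly luciferase signal divided by Alamar Blue viability fluorescence both relative to DMSO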
LGR2 inh – blocks bursicon-induced cAMP signaling via Drosophila LGR2. inhibition, % at 9.99 µM. HEK293 LGR2, CRE-luciferase, bursicon-stimulated, 4 h. actives 0.35% (n = 380,000);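 active = drop in luminescence signal, shown as inhibition above about 50% in the replicate tests, limit read from the data, passing the limit was not always enough; inconclusive = probably only some replicates passing the limit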;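 note: agonist challenge used bursicon conditioned medium at about half maximal strength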
FN deposition inh – fibronectin deposition inhibition | actives 0.086% (n = 350,000) | AH1F fibroblasts, Alexa488-fibronectin deposition fluorescence, overnight | inhibition, % at 12.6 µM;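 active = mean inhibition across replicates of 30% or more, regardless of how many single replicates reach that level; inconclusive = mean under 30% yet at least half of replicates reach 30%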;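 note: positive control wells lacked labelled fibronectin entirely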
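Material: AH1F fibroblasts assembling fluorescent fibronectin matrix; amount: 10000 AH1F cells/well; medium: DMEM, 2% serum; reagent: Alexa488-fibronectin, 24 nM final in well; dosing: single compound dose, delivered by pin transfer; incubation: 1 h adhesion, overnight exposure; detection: fluorescence after three HBSS washes, excitation 485 nm, emission 525 nm; measure: fibronectin deposition inhibition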
Casp6 inh – blocks human caspase-6 cleavage activity; P55212; purified caspase-6, Z-VEID-R110 cleavage fluorescence; inhibition, % at 12.5 µM; actives 0.53% (n = 350,000);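 active = mean inhibition across replicates at least about 35%, with every replicate also reaching that limit, limit read from the data; inconclusive = only one of the two criteria met; inactive = neither criterion met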;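 note: 0% = median of neutral control wells and 100% = no fluorescence left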
Target sequence (P55212 24-179 limits assumed): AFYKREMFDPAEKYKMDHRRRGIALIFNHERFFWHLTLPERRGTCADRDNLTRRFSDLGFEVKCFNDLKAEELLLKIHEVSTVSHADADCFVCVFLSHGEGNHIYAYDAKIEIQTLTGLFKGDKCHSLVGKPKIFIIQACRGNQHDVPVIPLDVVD
Target sequence (P55212 194-293 limits assumed): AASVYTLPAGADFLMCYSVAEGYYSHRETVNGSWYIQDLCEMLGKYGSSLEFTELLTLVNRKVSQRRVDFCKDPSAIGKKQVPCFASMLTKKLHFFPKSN
* hit, by the source's call; u = inconclusive; x = no result given; [ ] = dose if it differs, or a comment.

SMILES | miR122 inh | Cneo AK release | PGC1a acetyl inh | PAX8 inh HTS | EWS-Fli block | LGR2 inh | FN deposition inh | Casp6 inh
Cn1cnc2cc(NC(=O)c3ccco3)ccc21 | -4 | -17 | -2 | x | -53 | -12 | x | -1
CC1=C(C(=O)OC(C)C)C(c2cccs2)NC(=S)N1 (configuration not stated) | -1 | -1 | 2 | -120 | x | -15 | 6 | x
COc1ccccc1NC(=O)CSc1nnc(CNC(=O)c2ccccc2F)o1 | -5 | -1 | -5 | 4 | x | 8 | -9 | -1
CN1CCN(C(=O)C[C@H]2C[C@H]3c4cc(NS(C)(=O)=O)ccc4O[C@H]3[C@@H](CO)O2)CC1 | 0[16.7 µM] | 6 | 1 | -6 | -4 | -5 | 3 | -5
CC(C)(C)OC(=O)NCCCCCNC(=O)c1nc[nH]c1C(=O)NCc1ccccc1 | 4 | 0 | -13 | 9 | 17 | 8 | -1 | -4
Cc1ccccc1CN(c1ccc(C(=O)Nc2cccnc2)cc1)S(C)(=O)=O | -4 | -1 | -6 | -1 | x | x | x | x
CCN1CCCC(OC(=O)c2cc(-c3ccc(C)cc3)nc3ccccc23)C1 (configuration not stated) | x | x | x | -2 | -21 | -12 | -6 | -8
CSc1ccc(/C=C/C(=O)OCC(=O)NC(C)C)cc1 | -4 | x | 4 | 2 | -1 | -16 | -2 | x
O=C(Nc1ccc2c(c1)[C@H]1C[C@@H](CC(=O)N3CCc4ccccc4C3)O[C@H](CO)[C@H]1O2)c1ccc2c(c1)OCO2 | -7[16.7 µM] | -12 | -4 | -22 | -11 | -17 | -3 | 2
COc1ccc(Cl)cc1S(=O)(=O)N1CCC(C(=O)NC2CC2)CC1 | x | 3 | x | 4 | -8 | -6 | x | -2
Cc1ccnc(SCC(=O)O)n1 | 2 | 2 | -3 | x | x | x | 3 | x
CC(OC(=O)c1ccc2ncsc2c1)C(=O)NC1CCCCC1C (configuration not stated) | -10 | 3 | x | -12 | -13 | -7 | x | 2
Cc1nn(CC#N)c(=O)n1-c1cccc(F)c1 | -1 | -3 | -16 | x | x | -2 | x | x
CC1CCCN(C(=S)Nc2ccc(S(=O)(=O)N3CCCCC3)cc2)C1 (configuration not stated) | 38 | x | -2 | -9 | 11 | 24 | -2 | -1
COCC(=O)Nc1ccc2c(c1)[C@@H]1C[C@H](CC(=O)NCc3cc(F)ccc3F)O[C@@H](CO)[C@@H]1O2 | 13[16.7 µM] | x | -1 | 13 | 5 | 2 | -3 | x
Cc1oc(S(=O)(=O)N2CCCC2)cc1C(=O)Nc1ccccc1 | x | x | x | 0 | -4 | 12 | -3 | -3
Cc1cc(C(=O)OC(C)C(=O)NC2CCCCC2C)c(C)o1 (configuration not stated) | x | 0 | x | 8 | 1 | 8 | 22 | 3
COc1cccc(/C=C2\SC(=S)N(CCC(=O)N3CCCCC3CCO)C2=O)c1 (configuration not stated) | 49 | -2 | 9 | 70* | 4 | 8 | 14 | -2
O=C(Nc1ccc(S(=O)(=O)N2CCCCC2)cc1)c1ccc(F)cc1 | x | -5 | x | 13 | 7 | 3 | 0 | 0
CCCN1[C@@H]2c3ccc(-c4ccccc4OC)c(=O)n3C[C@@H]2[C@@H](CO)[C@@H]1C(=O)Nc1nccs1 | x | 0 | x | 12 | -2 | 12 | x | 0
CN(CC(=O)Nc1cccc(F)c1)C(=O)CC1CCCCC1 | x | 1 | x | -14 | -6 | 10 | -4 | 0
COc1ccc(C(O)c2nc(-c3ccc(C)c(C)c3)cs2)cc1 (configuration not stated) | 0 | 0 | -9 | -12 | -17 | -19 | -1 | 3
COc1ccc(-c2csc(NC(=O)CN3C(=O)CCC3=O)n2)cc1OC | x | x | x | 27 | 1 | x | -1 | -4
CCC(=O)NNC(=O)CSc1nnc(-c2ccccc2)c(-c2ccccc2)n1 | -4 | 0 | 5 | 8 | 10 | -2 | -4 | 4
COc1ccccc1NS(=O)(=O)c1cccc(C(=O)N2CCN(C(=O)c3ccco3)CC2)c1 | -10 | 1 | 4 | 8 | -5 | 0 | -4 | -1
Cc1cccc(Nc2nc(-c3ccc(F)c(C)c3)cs2)n1 | 7 | -3 | 5 | -56 | -93 | -92 | -7 | -8
CCc1c(C(=O)NC(C)C2CCCO2)csc1C (configuration not stated) | -13 | -1 | 0 | -6 | x | -7 | x | -4
O=C(/C=C/c1cc([N+](=O)[O-])ccc1OC(F)F)NCc1ccc(Cl)cc1 | -2 | 4 | 0 | x | x | -25 | x | x
C[C@@H]1CCCCO[C@@H](CN(C)Cc2ccncc2)[C@H](C)CN([C@H](C)CO)C(=O)c2cc(NS(=O)(=O)c3ccc(Cl)cc3)ccc2O1 | -10[16.7 µM] | 0 | -11 | 9 | -1 | 10 | 18 | 1
Cc1nc(NC(=O)/C=C/c2ccccc2)sc1C(=O)Nc1ccc(Cl)cc1 | -1 | 3 | -36 | 19 | x | x | 3 | x
CCOC(=O)/C(C#N)=N/Nc1c(C)n(C)n(-c2ccccc2)c1=O | -7 | -17 | 3 | 3 | 17 | 0 | 13 | 2
C[C@@H](O)C#Cc1ccc([C@@H]2[C@@H](CO)N3CCCCN(C(=O)c4ccc(F)cc4)C[C@H]23)cc1 | -18[16.7 µM] | 0 | -9 | -16 | -15 | -26 | x | 2
CCOc1ccccc1NC(=S)N1CCN(c2ccccc2F)CC1 | 15 | 5 | -10 | 21 | 6 | -1 | -6 | -2
CCc1ccnc(NS(=O)(=O)c2ccc3c(c2)CCO3)c1 | 24 | -2 | -7 | -10 | 0 | 4 | 2 | 1
COc1cc(/C=C2/NC(=O)NC2=O)cc(Br)c1OCc1cccc(C(=O)O)c1 | 4 | x | 4 | 6 | 5 | 0 | -3 | 4
CC(C)(O)CCCC(C)(O)c1ccc(C(=O)O)cc1O (configuration not stated) | -3 | 0 | 4 | x | -2 | -30 | x | 1
O=C(N[C@@H]1CC[C@@H](CC(=O)N2CCc3ccccc3C2)O[C@H]1CO)C1CCC1 | x | -1 | -6 | -6 | 3 | 13 | x | 4
O=c1c(Cc2ccc(Cl)cc2)c(O)ccn1Cc1ccncc1 | x | x | 0 | -5 | 5 | -10 | -2 | 0
Cc1cccc(NC(=O)C2CC(=O)OC23CCCC3)c1 (configuration not stated) | 4 | 0 | 12 | -4 | x | x | -6 | x
Cc1cccc(C(=O)NC(=S)NCc2cccnc2)c1 | x | x | x | -17 | 1 | 9 | -3 | -1
N#Cc1cccc(NC(=O)CCc2ccc(S(=O)(=O)N3CCOCC3)cc2)c1 | x | 2 | 2 | x | 7 | x | -3 | 2
CCCCC[C@@H]1C=C(C(=O)O)[C@H](c2ccc(Cl)cc2)N1S(=O)(=O)c1ccc(C)cc1 | 5 | 2 | -11 | 0 | -3 | -20 | -11 | 8
CCOC(=O)[C@]12CCCC=C1N(Cc1ccccc1)C(=O)[C@H](CC(=O)NCC1CCCCC1)C2 | x | x | x | 1 | -4 | 13 | -7 | -1
O=C(NCC1CC1)[C@H]1[C@H](CO)[C@H]2Cn3c(ccc(-c4cncnc4)c3=O)[C@H]2N1C(=O)NC1CCCC1 | x | -2 | x | x | 5 | 2 | x | -1
COC(=O)[C@H]1C[C@@]2(O)CN(S(=O)(=O)c3ccc(C)cc3)C[C@@]2(OC(=O)NCc2ccco2)C[C@H]1C(=O)OC | -2 | 1 | 6 | -8 | -4 | -5 | 5 | -2

Another view of part of the listing above.
Value order: miR122 inh | Cneo AK release | PGC1a acetyl inh | PAX8 inh HTS | EWS-Fli block | LGR2 inh | FN deposition inh | Casp6 inh
CCOC(=O)/C(C#N)=N/Nc1c(C)n(C)n(-c2ccccc2)c1=O
    -7 | -17 | 3 | 3 | 17 | 0 | 13 | 2
C[C@@H](O)C#Cc1ccc([C@@H]2[C@@H](CO)N3CCCCN(C(=O)c4ccc(F)cc4)C[C@H]23)cc1
    -18[16.7 µM] | 0 | -9 | -16 | -15 | -26 | x | 2
CCOc1ccccc1NC(=S)N1CCN(c2ccccc2F)CC1
    15 | 5 | -10 | 21 | 6 | -1 | -6 | -2
CCc1ccnc(NS(=O)(=O)c2ccc3c(c2)CCO3)c1
    24 | -2 | -7 | -10 | 0 | 4 | 2 | 1
COc1cc(/C=C2/NC(=O)NC2=O)cc(Br)c1OCc1cccc(C(=O)O)c1
    4 | x | 4 | 6 | 5 | 0 | -3 | 4
CC(C)(O)CCCC(C)(O)c1ccc(C(=O)O)cc1O (configuration not stated)
    -3 | 0 | 4 | x | -2 | -30 | x | 1
O=C(N[C@@H]1CC[C@@H](CC(=O)N2CCc3ccccc3C2)O[C@H]1CO)C1CCC1
    x | -1 | -6 | -6 | 3 | 13 | x | 4
O=c1c(Cc2ccc(Cl)cc2)c(O)ccn1Cc1ccncc1
    x | x | 0 | -5 | 5 | -10 | -2 | 0
Cc1cccc(NC(=O)C2CC(=O)OC23CCCC3)c1 (configuration not stated)
    4 | 0 | 12 | -4 | x | x | -6 | x
Cc1cccc(C(=O)NC(=S)NCc2cccnc2)c1
    x | x | x | -17 | 1 | 9 | -3 | -1
N#Cc1cccc(NC(=O)CCc2ccc(S(=O)(=O)N3CCOCC3)cc2)c1
    x | 2 | 2 | x | 7 | x | -3 | 2

Additional compounds follow.
SMILES | miR122 inh | Cneo AK release | PGC1a acetyl inh | PAX8 inh HTS | EWS-Fli block | LGR2 inh | FN deposition inh | Casp6 inh
CC=Cc1ccc2n(c1=O)C[C@H]1[C@H](CO)[C@@H](C(=O)OC)N(CCc3ccccc3)[C@@H]21 (mixture of isomers) | x | -3 | x | 4 | -2 | -7 | x | 8
N#Cc1nc(-c2ccccc2)oc1N1CCCCC1 | -7 | 0 | -11 | x | -18 | -26 | x | -3
C=CC[N+](C)(C)CCN1C(=O)C2C(c3ccccc3)C=CC(c3ccccc3)C2C1=O (configuration not stated) | -4 | x | 13 | 10 | 5 | 11 | -3 | -32
Cc1nc2c(cnn2CCO)c(=O)[nH]1 | -7 | 1 | 9 | x | 2 | -2 | -2 | 1
COc1ccc(CN(C)C[C@@H]2OCCCC[C@@H](C)Oc3ccc(NC(=O)NC(C)C)cc3C(=O)N([C@H](C)CO)C[C@@H]2C)cc1 | 3[16.7 µM] | -1 | 3 | -1 | 0 | 7 | x | 0
CS(=O)(=O)N(CC(=O)N1CCN(Cc2ccc3c(c2)OCO3)CC1)c1ccc2c(c1)OCO2 | -6 | -1 | 2 | x | x | x | 3 | x
Cc1cc(NC(=O)COC(=O)Cn2c(C)csc2=O)ccc1Br | 4 | -1 | 1 | -9 | -3 | 7 | 1 | 1
COc1ccccc1N1CCN(CCCN2CC(=O)N3CCCCC3C2=O)CC1 (configuration not stated) | 3 | 3 | 25 | -106 | -8 | 11 | -3 | -7
OCCSc1nc(-c2ccccc2)nc2c1CCC2 | 0 | 3 | -17 | 15 | 14 | 1 | -10 | 3
COc1ccc(NC(=O)N[C@@H]2C=C[C@@H](CC(=O)NCc3ccccn3)O[C@@H]2CO)cc1 | x | -1 | u | -9 | 6 | 36 | -3 | 0

From PubChem
